From PubChem BioAssay
PfGluPho inh: PfG6PD enzyme inhibitors, primary screen, biochemical, fluorescence intensity, uHTS | 0.78% of 350,000 active | PfGluPho enzyme, NADPH resazurin-diaphorase fluorescence | glucose-6-phosphate dehydrogenase-6-phosphogluconolactonase (Plasmodium falciparum 3D7) | inhibition, % at 20 µM | AID 504690, 2011;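 active = inhibition reaching at least a set limit at 20 µM in the primary screen, cut at about 59% in these data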;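 note: 0% = DMSO wells with substrate and 100% = DMSO wells lacking glucose-6-phosphate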
HKDC1 inhibitor: HKDC1 hexokinase inhibitors, primary screen, biochemical, fluorescence, uHTS; recombinant HKDC1, G6PDH/diaphorase resazurin coupled fluorescence; inhibition, % at 20 µM; 0.16% of 340,000 active;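 active = inhibition above about 35% when tested at 20 µM, limit read from the data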;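 note: plate controls were DMSO wells with enzyme for no effect and DMSO wells lacking enzyme for full effect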
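Material – in-house recombinant HK5 (HKDC1) enzyme · Quantity – HKDC1 at 5 µg/mL · Buffer or medium – pH 8.0 Tris buffer with 10 mM MgCl2 · Reagent – glucose with 1 mM ATP · Dosing – single 20 µM dose · Times – reaction time 90 min, room temperature, protected from light · Technique – resorufin fluorescence at 613 nm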
NR3A LBD binder: binders of NR3A ligand-binding domain, primary screen, biophysical, differential scanning fluorimetry, uHTS. NR3A LBD differential scanning fluorimetry, Tm shift; 0% = protein alone, 100% = glycine-bound protein. 2.5% of 340,000 active. Tm shift relative to glycine control, % at 25 µM. AID 1259313, 2017. Glutamate receptor ionotropic, NMDA 3A (GRIN3A) ligand-binding domain;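 active = melting temperature shift of at least 10% of the positive control shift, at one fixed dose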
MPTP inh: mitochondrial permeability transition pore inhibitors, primary screen, biochemical, isolated mouse mitochondria, absorbance; inhibition, % at 10 µM; 1.4% of 360,000 active; Ca2+ swelling absorbance, 30 min; AID 602449, 2012;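 active = inhibition of 50% or more, scaled per plate between neutral and stimulator controls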;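 note: 0% = DMSO wells given calcium and 100% = 1 mM EGTA wells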
SENP7 inh: SENP7 protease inhibitors, primary screen, biochemical, luminescence, uHTS. recombinant SENP7, Z-RLRGG-aminoluciferin luminescence, 40 min. 1.5% of 330,000 active. inhibition, % at 5 µM. Sentrin-specific protease 7 (Homo sapiens), Q9BQF6;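 active = inhibition above about 50% at the single test dose, limit read from the data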;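 note: plate controls were DMSO with enzyme for no effect and no enzyme buffer wells for full effect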
Target sequence (Q9BQF6 706-1050 limits assumed): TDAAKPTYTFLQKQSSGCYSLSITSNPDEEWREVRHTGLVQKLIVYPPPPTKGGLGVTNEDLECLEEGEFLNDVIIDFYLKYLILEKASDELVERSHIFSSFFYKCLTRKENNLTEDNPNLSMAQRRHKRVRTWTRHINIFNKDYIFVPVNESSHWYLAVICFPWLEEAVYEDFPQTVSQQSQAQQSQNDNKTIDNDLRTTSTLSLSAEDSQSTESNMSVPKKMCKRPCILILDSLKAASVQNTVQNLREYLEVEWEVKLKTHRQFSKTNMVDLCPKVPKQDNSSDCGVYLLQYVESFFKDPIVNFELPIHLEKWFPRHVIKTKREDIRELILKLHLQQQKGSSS
SENP6 inh: SENP6 protease inhibitors, primary screen, biochemical, luminescence, uHTS. 1.8% of 330,000 active. Recombinant SENP6 catalytic domain, aminoluciferin luminescence. inhibition, % at 10 µM. Sentrin-specific protease 6 (Homo sapiens), Q9GZR1. AID 2599, 2010;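 active = inhibition above about 50% at the single tested dose, limit read from the data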;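 note: plate controls were DMSO wells with enzyme for no effect and DMSO wells lacking enzyme for full effect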
Target sequence (Q9GZR1 628-1112 limits assumed): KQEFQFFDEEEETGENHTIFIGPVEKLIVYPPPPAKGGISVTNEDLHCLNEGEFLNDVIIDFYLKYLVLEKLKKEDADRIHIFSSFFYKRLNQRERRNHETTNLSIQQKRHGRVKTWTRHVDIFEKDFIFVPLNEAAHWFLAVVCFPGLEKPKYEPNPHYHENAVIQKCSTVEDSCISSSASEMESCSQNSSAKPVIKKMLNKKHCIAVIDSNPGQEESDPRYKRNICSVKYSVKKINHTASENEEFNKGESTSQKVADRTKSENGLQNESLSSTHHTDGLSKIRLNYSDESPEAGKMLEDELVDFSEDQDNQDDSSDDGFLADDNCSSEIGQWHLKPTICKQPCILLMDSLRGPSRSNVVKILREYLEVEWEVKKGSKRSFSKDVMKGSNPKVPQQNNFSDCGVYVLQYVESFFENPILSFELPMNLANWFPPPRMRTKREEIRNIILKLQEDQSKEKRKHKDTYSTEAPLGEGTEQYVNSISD
ATG4B inhibitor: ATG4B protease inhibitors, primary screen, biochemical, fluorescence, uHTS | Cysteine protease ATG4B (Homo sapiens), Q9Y4P1 | ATG4B cleavage of LC3-PLA2, NBD-HPC fluorescence, 1 h | inhibition, % at 8.33 µM | 0.51% of 340,000 active; in the data active = inhibition above about 40%
SENP8 block: human SENP8 protease inhibitors, primary screen, biochemical, fluorescence, Nedd8 protein substrate, uHTS | 0.64% of 360,000 active | recombinant SENP8 | AID 602440, 2012 | Sentrin-specific protease 8 (Homo sapiens), Q96LD8 | inhibition, % at 20 µM; in the data active = inhibition mostly above about 40%, no sharp cut-off; inactive = mostly below about 27%
Target sequence (Q96LD8 whole entry, looked up): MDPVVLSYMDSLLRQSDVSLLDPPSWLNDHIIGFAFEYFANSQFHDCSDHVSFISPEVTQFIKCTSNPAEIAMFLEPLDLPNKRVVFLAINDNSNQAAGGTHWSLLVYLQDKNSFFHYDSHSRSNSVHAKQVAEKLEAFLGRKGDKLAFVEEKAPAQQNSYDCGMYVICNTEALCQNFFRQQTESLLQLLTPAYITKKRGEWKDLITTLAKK
* hit, by the source's call; / = no result given.

SMILES	PfGluPho inh	HKDC1 inhibitor	NR3A LBD binder	MPTP inh	SENP7 inh	SENP6 inh	ATG4B inhibitor	SENP8 block
CCOC(=O)N1CCN(C(=O)CCS(=O)(=O)c2ccc3c(c2)CC(C)N3C(=O)CC)CC1 (stereo not drawn)	-14.7	2.0	0.2	1.1	9.7	-22.0	4.8	14.0
O=C(CNC(=O)c1ccccc1Cl)OC1CCOC1=O (stereo not drawn)	-3.9	-3.0	1.4	-0.3	5.9	-4.4	-8.4	8.3
Cc1cc(C)c2c(N)c(C(=O)N/N=C/c3ccccc3)sc2n1	-15.0	3.6	6.8	-1.0	-3.0	-2.2	-27.1	-417.2
O=C(N=Nc1c(O)[nH]c2ccccc12)c1cccc(S(=O)(=O)N2CCCCC2)c1	0.2	-3.8	-17.4	2.4	-7.6	-40.9	-11.4	19.0
N=c1nc(SCCC(=O)O)ss1	2.7	-2.0	0.9	2.8	0.8	5.0	-2.2	21.4
CCOC(=O)c1cnc2c(OC)cccc2c1NCc1cccnc1	11.5	7.6	0.6	-1.0	-1.8	1.5	3.2	-415.5
COc1ccc(CC(=O)OCCN(C)C)cc1	19.7	-5.9	-0.4	-0.1	-3.9	-10.6	0.5	36.8
CCOC(=O)C(=NC1CCS(=O)(=O)C1)NNc1ccccc1Cl (stereo not drawn)	18.3	-1.9	1.5	0.9	5.8	-7.1	-3.1	35.6
O=C(NCCc1c[nH]c2ccccc12)C1CCC(=O)N(CCc2cccc(F)c2)C1 (stereo not drawn)	-5.9	0.9	-2.3	1.2	0.0	5.2	3.4	2.2
CSc1ccc(S(=O)(=O)N2CCC(C(=O)Nc3cccnc3)CC2)cc1	8.6	-0.4	-0.7	0.3	1.3	-12.1	-11.5	10.0
COc1ccc(CCNC(=S)NCCc2c[nH]c3ccccc23)cc1	0.2	-5.4	30.7*	-0.4	-7.6	-5.9	-9.3	14.8
CCN1CCCC1CNC(=O)c1cc([N+](=O)[O-])c(N(C)C)cc1OC (stereo not drawn)	3.1	-7.1	2.2	1.2	3.3	0.5	-4.9	10.9
CCc1ccc2oc(-c3ccc(NC(C)=O)cc3)nc2c1	1.2	3.0	2.8	2.1	78.1*	75.1*	-12.3	-446.0
Cc1cnn(-c2cc(Oc3ccccc3)ncn2)c1	6.9	-3.1	3.3	1.8	-7.5	-18.2	5.7	8.2
CC(C)CCOP(=O)(c1ccccc1)c1ccccc1	-11.2	-4.6	-3.5	-4.6	-3.8	-8.5	-4.2	20.3
Cc1nc2ccccc2c2oc(C(=O)N3CCN(c4ccc([N+](=O)[O-])cc4)CC3)cc12	3.8	4.1	0.5	-0.6	-0.8	2.8	3.0	7.6
COc1cccc(OCC(O)CN2CCOCC2)c1 (stereo not drawn)	-11.1	-7.0	0.0	-4.2	-2.0	-6.5	0.2	14.7
O=C(CSc1nc2[nH]ncc2c(=O)n1-c1ccccc1Br)NCc1ccco1	11.0	-0.1	-12.3	-1.1	7.8	-12.6	-8.6	1.6
O=C(CCN1C(=O)c2ccccc2C1=O)N1CCN(c2ccccc2)CC1	-2.5	-11.0	-0.3	-0.3	1.2	-3.9	-5.9	14.8
COc1ccc(OC)c(CNn2c(-c3cccc(C)c3)nc3ccccc3c2=O)c1	7.5	3.9	-1.5	-1.7	1.5	-4.7	9.2	5.0
O=c1c2ccccc2ncn1-c1ccccc1C(F)(F)F	5.4	-9.8	-2.2	0.5	-2.8	-3.5	0.5	6.2
Cc1c([N+](=O)[O-])cc(C(=O)Nc2ccc(Cc3ccncc3)cc2)cc1[N+](=O)[O-]	6.2	-8.2	-4.4	48.8	0.1	-1.0	-12.8	11.0
C=CCN(CC=C)S(=O)(=O)c1ccc(C(=O)Nc2nc3c(s2)CCc2ccccc2-3)cc1	-13.0	3.7	2.7	-1.2	5.2	15.2	2.5	-25.2
COc1ccccc1NC(=O)c1csc(-n2nc(C)cc2C(F)(F)F)n1	-14.1	-4.5	1.1	8.5	-0.7	0.4	-0.5	-42.1
O=C1CCCC(O)=C1C=NCCc1ccccc1	-6.4	-7.1	-0.2	-2.8	-7.7	-13.9	3.9	14.2
N#C/C(=C\c1cccc(O)c1)c1nc2ccccc2o1	-8.1	2.9	-7.3	12.5	9.4	-3.5	-10.9	-74.5
CCOc1ccc(OCCCC(=O)Nc2cc(Cl)ccc2-n2cncn2)cc1	-4.9	0.0	-0.1	1.4	1.8	-11.5	-1.5	4.7
NC(=O)COc1ccc2oc(-c3ccccc3)cc(=O)c2c1	6.5	-4.6	-2.9	0.2	/	/	19.7	-441.2
COC(=O)c1ccc(OCCN2C3=NCCN3c3ccccc32)cc1	-13.5	-4.2	1.6	2.7	-1.5	-15.2	-3.4	1.9
CCN(CC)CCN(C(=O)c1cc2ccccc2cc1OC)c1nc2ccc(F)cc2s1	15.6	2.3	2.0	0.0	-5.7	-15.0	9.6	-4.5
CCOC(=O)C1=CN(Cc2ccco2)S(=O)(=O)NC1c1ccc(C(F)(F)F)cc1 (stereo not drawn)	29.2	10.8	-3.4	0.7	1.4	/	-2.3	0.7
COc1ccc(NC(=O)CN2C(=O)CSC(C)C2=O)c(OC)c1 (stereo not drawn)	4.6	-14.4	-1.1	1.5	-3.4	-9.2	-6.9	13.1
O=C(Cc1ccccc1)NCC(=O)N1CCN(c2ccccc2F)CC1	-8.9	-4.2	-8.0	-0.3	-12.2	-16.5	-0.5	13.3
CCC(C)NC(=O)Nc1ccc(Br)cc1Cl (stereo not drawn)	-6.9	-7.4	-1.3	10.7	-8.1	-0.6	1.0	12.8
O=C(Nc1ccc2oc(-c3cccnc3)nc2c1)c1cccnc1	8.4	5.2	-2.8	0.8	0.4	-3.6	-13.8	-171.0
O=C(/C=C/c1ccccc1)Nc1ncn[nH]1	-12.2	7.1	-2.3	-0.9	-9.1	-13.8	4.4	17.0
CC(C)CN(C(=O)c1ccc(N2CCCC2=O)cc1)c1c(N)n(Cc2ccccc2)c(=O)[nH]c1=O	-0.6	0.6	0.4	-1.5	-4.9	-13.0	-2.8	-42.4
Cc1cc(C)nc(SC2CCCCC2O)n1 (stereo not drawn)	-16.6	-4.5	0.4	-0.6	-4.9	-1.4	-3.3	8.2
Cc1cc(C)n(-c2nc(C)nc(NCc3ccccc3)n2)n1	-19.9	-5.1	-0.2	-3.5	12.0	-13.1	4.3	15.4
CCOc1ccc(NC(=O)N2CCC(NC(=O)C(Cc3ccc(OC)c(OC)c3)NC(C)=O)CC2)cc1 (stereo not drawn)	4.9	-0.2	-2.9	-0.1	1.3	10.1	-10.3	22.3

Record cards, as listed above. Order of screens: PfGluPho inh | HKDC1 inhibitor | NR3A LBD binder | MPTP inh | SENP7 inh | SENP6 inh | ATG4B inhibitor | SENP8 block
`CC(C)CN(C(=O)c1ccc(N2CCCC2=O)cc1)c1c(N)n(Cc2ccccc2)c(=O)[nH]c1=O` across the screens: -0.6 | 0.6 | 0.4 | -1.5 | -4.9 | -13.0 | -2.8 | -42.4
`O=C(Cc1ccccc1)NCC(=O)N1CCN(c2ccccc2F)CC1` across the screens: -8.9 | -4.2 | -8.0 | -0.3 | -12.2 | -16.5 | -0.5 | 13.3
`O=C(/C=C/c1ccccc1)Nc1ncn[nH]1` across the screens: -12.2 | 7.1 | -2.3 | -0.9 | -9.1 | -13.8 | 4.4 | 17.0
`Cc1cc(C)nc(SC2CCCCC2O)n1` (stereo not drawn) across the screens: -16.6 | -4.5 | 0.4 | -0.6 | -4.9 | -1.4 | -3.3 | 8.2
`CCOc1ccc(NC(=O)N2CCC(NC(=O)C(Cc3ccc(OC)c(OC)c3)NC(C)=O)CC2)cc1` (stereo not drawn) across the screens: 4.9 | -0.2 | -2.9 | -0.1 | 1.3 | 10.1 | -10.3 | 22.3

Next section:
SMILES	PfGluPho inh	HKDC1 inhibitor	NR3A LBD binder	MPTP inh	SENP7 inh	SENP6 inh	ATG4B inhibitor	SENP8 block
O=C(O)CC1S/C(=N\N=C2CCCCCCC2)N(c2ccccc2)C1=O (stereo not drawn)	-5.0	-12.0	-0.7	-1.6	2.3	-19.1	-12.2	10.8
CCCc1nn(-c2ccccc2)c2c1C(c1cccs1)C(C#N)=C(N)O2 (stereo not drawn)	-4.9	-6.7	1.9	1.6	-11.0	-39.0	-7.9	15.7
O=C(O)CC1(CC(=O)Nc2cccc(C(=O)O)c2)CCCC1	-3.0	0.4	0.4	-1.1	-5.7	-8.4	-3.2	12.0
CCOC(=O)c1c(NC(=O)CSc2n[nH]c(N)n2)sc(CC)c1C	-4.9	10.1	-4.9	1.2	7.0	-11.8	-13.9	4.5
CC(C)(C)NC(=O)C(c1ccccc1)N(C(=O)c1ccco1)C1CC1 (stereo not drawn)	11.6	1.0	-1.7	1.0	-4.3	-1.3	1.0	3.9
Cc1cc(C)c(NC(=O)c2cccc3c2C(=O)N(C2CCCCC2)C3)c(C)c1	14.2	0.2	-0.2	-1.7	11.8	-14.6	-1.4	23.0
COc1ccc(CNC(=O)CNC(=O)c2c(C)nn(C)c2Cl)cc1	-6.5	-4.6	0.1	0.8	-2.8	6.1	-37.1	8.0
CCOC(=O)c1ccc(N(CCC2CO2)S(=O)(=O)c2ccc(C)cc2)cc1 (stereo not drawn)	-28.9	-1.9	-1.0	0.7	/	/	10.1	13.6
O=C(O)CCSCc1ccccc1F	-8.3	1.9	-0.8	-1.1	-3.0	-18.5	0.1	20.9
CC(=O)N(C)c1ccc(NC(=O)COc2ccc(Br)cc2C)cc1	9.8	-6.2	-2.6	1.5	4.2	-3.6	-7.9	12.8
CC(C)NC(=O)CN1C(=O)NC(CCc2ccccc2)C1=O (stereo not drawn)	10.7	-8.1	2.5	0.0	-9.3	0.8	-2.7	9.4
CN(C)C(=O)c1snnc1-c1ccccc1	-10.8	-6.1	-0.8	0.1	8.0	7.9	4.8	18.8
C[C@H](CO)N1C[C@H](C)[C@@H](CN(C)C(=O)NC2CCCCC2)Oc2ccc(NC(=O)Nc3ccc(C(F)(F)F)cc3)cc2C1=O	7.1	2.1	4.4	-1.1	1.6	-2.7	-3.0	2.5
CCN(CC(=O)Nc1ccc(OC)cc1)C(=O)CSCc1ccc(C)cc1	4.9	-2.0	0.3	0.3	2.6	-8.9	5.2	9.6
O=C(CCC(=O)Nc1nnc(C2CCCCC2)s1)NCc1cccs1	3.8	-0.7	0.7	-1.0	-2.1	-13.9	-11.0	11.6
O=C(Nc1ccccc1)c1ccc(F)c(S(=O)(=O)N2CCOCC2)c1	1.0	-0.1	-0.2	-1.8	-3.1	-0.9	-1.9	7.8
Cc1oc2c(c1C(=O)NCc1ccccc1)CCCC2	0.1	7.5	1.6	-0.8	11.7	6.9	3.2	9.7
Cc1ccnc(NC(=O)c2ccc(N3C(=O)CCC3=O)cc2)c1	-14.0	-4.1	2.4	-7.4	-2.7	-12.0	3.0	11.9
[O-][n+]1cccc(C(O)c2ccccc2)c1 (stereo not drawn)	-7.9	-2.0	0.5	0.4	-9.5	1.3	-4.7	18.7
Cc1onc(-c2ccccc2)c1C(=O)Nc1ccc(S(=O)(=O)NC(C)(C)C)cc1	-7.2	0.2	-1.8	2.6	-5.7	-0.5	-7.9	19.8
CC(C)(C)c1ccc(/C=N/N2C(=O)CSC2=S)cc1	-6.4	2.9	-0.2	-0.8	4.6	-7.6	27.7	4.8
O=C(CCC(NC(=O)OCc1ccccc1)C(=O)OCc1ccccc1)NCC(=O)OCc1ccccc1 (stereo not drawn)	5.4	-10.1	11.9*	-0.1	6.1	5.9	10.7	7.1
Cc1ccc(C)c(N2CCN(C(=O)C3CCN(c4nc(C)cc(C)n4)CC3)CC2)c1	2.3	-8.0	-0.1	-0.8	1.2	3.8	-2.6	-5.0
